Nrf2 block: Nrf2 qHTS screen for inhibitors | A549 ARE-Fluc reporter, luciferase luminescence, 18-24 h | Potency, µM (doses to about 46 µM), for inactives: at the highest dose activity change, negative = inhibition, most hits filed as inhibitors | actives 2.1% (n = 360,000); note: potency is the fitted concentration of half-maximal effect; % is set by controls: 0 for no effect and ±100 for the full control effect; nearly all actives have a fitted effect of over 60% in size
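A549 ARE_Fluc cells (5000/well, 5% FBS OPTI-MEM) pre-incubated 2 h, then treated with compounds 18-24 h at 37C/5% CO2 in concentration-response. CellTiter-Fluor viability read first; BugLite luciferase luminescence after 15 min at room temperature gives Nrf2 activity.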
IL-2 act: qHTS of IL-2 Activators; AID 652025, 2013; activation, % (series mostly up to about 46 µM); IL-2 activation reporter assay, cell-based qHTS; stimulated with anti-CD3/CD4/CD28 beads; in transgenic mouse T cells; actives 0.065% (n = 360,000); in the data active = activation above about 50%; inconclusive = mostly about 30% to 49%; note: 0% is about no effect
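EGFP and DsRed fluorescence is measured by plate cytometry in unstimulated transgenic mouse T cells exposed to compound for 60 minutes, then stimulated 18 hours at 37 degrees C with anti-CD3/anti-CD4 beads plus anti-CD28.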
ATXN2 expr inh: Primary qHTS for Inhibitors of ATXN expression. AID 1745845, 2022. HEK-293 ATXN2-luciferase reporter, luminescence, 24 h. actives 0.72% (n = 360,000). Potency, µM (highest dose often 57 µM), inactives show at the top dose activity change, negative = inhibition, hits mostly inhibitors; note: potency is the fitted concentration of half-maximal effect; % is set by controls: 0 for no effect and ±100 for the full control effect; nearly all actives have a fitted effect of over 55% in size
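ATXN2-luciferase reporter cells (luciferase flanked by upstream and downstream ATXN2 gene portions) were treated 24 h at 37 °C with compounds at up to 57 uM. SteadyGlo luminescence gave expression; GF-AFC fluorescence gave viability.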
A549 tox: Nrf2 qHTS screen for inhibitors: counterscreen for cytotoxicity; Potency, µM (highest dose often 46 µM), inactives show top-dose activity change, negative = cytotoxicity, hits mostly inhibitors; A549 ARE-Fluc cells, CellTiter-Fluor viability, 18-24 h; actives 0.16% (n = 390,000); note: potency is the fitted concentration of half-maximal effect; % is set by controls: 0 for no effect and ±100 for the full control effect
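A549 ARE_Fluc cells in 5% FBS OPTI-MEM were exposed to compounds in concentration-response for 18-24 h at 37 deg C. Viability was read by CellTiter-Fluor fluorescence (Ex 405/Em 525) after 30 min, before the luciferase read.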
TGFb inhibitor: qHTS for Inhibitors of TGF-b. HepG2 CAGA-GFP TGF-b/SMAD3 reporter, GFP fluorescence, 18 h; TGF-beta stimulated, 500 pg/mL final. Potency, µM (highest dose often 46.1 µM), for the others: top-dose activity, negative = inhibition, most hits filed as inhibitors. actives 1.2% (n = 410,000); note: potency is the fitted concentration of half-maximal effect; % is set by controls: 0 for no effect and ±100 for the full control effect; nearly all actives have a fitted effect of over 65% in size
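HEPG2 CAGA-GFP reporter cells (1000/well, DMEM with 1% FBS) received compounds, then recombinant TGF-beta at 500 pg/mL final for 18 hours at 37 degrees C. Per-cell GFP summed per well was normalised to unstimulated and stimulated DMSO controls before curve fitting.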
HepG2 viability: qHTS for Inhibitors of TGF-b: Cytotox Counterscreen. HepG2 CAGA-GFP viability, ATP luminescence, 18 h. Potency, µM (titrated, usually from 46.1 µM), for inactives: at the top dose activity change, negative = cytotoxicity, hits mostly cytotoxic. actives 0.76% (n = 410,000); note: potency is the fitted concentration of half-maximal effect; some results filed as inactive show a strong effect at the top dose
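HepG2 CAGA-GFP cells (1000/well, DMEM with 1% FBS) received compound, then TGF-beta at 500 pg/mL final, and were incubated 18 hours at 37 degrees C. Viability was read by CellTiter-Glo luminescence. Media-only wells were set as complete cell-killing and DMSO as no toxicity.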
Nrf2 activator: qHTS of Nrf2 Activators. AREc32 ARE-luciferase reporter (MCF7-derived line), luminescence, 24 h. actives 0.31% (n = 410,000). Potency, µM (highest dose often 46.1 µM), inactives show at the highest dose activation, actives largely listed as activators; note: potency is the fitted concentration of half-maximal effect; % of control where 0% means no effect; nearly all actives have a fitted effect of over 65% in size
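Each well held 1000 AREc32 cells, which were incubated with compound for 24 hr at 37 deg C after overnight attachment, and ARE reporter activity was quantified by firefly luciferase luminescence.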
EPAC2 ag: qHTS for Agonist of cAMP-regulated guanine nucleotide exchange factor 4 (EPAC2): primary screen | Rap guanine nucleotide exchange factor 4 (Homo sapiens), Q8WZA2 | actives 0.079% (n = 360,000) | Potency, µM (doses to about 154 µM), inactives show at the highest dose activation, most hits filed as activators | AID 720711, 2013 | EPAC2 activation, biochemical qHTS; response scale: 100% = 6.5 mM cAMP response; note: potency is the fitted concentration of half-maximal effect; nearly all actives have a fitted effect of over 50% in size
Target sequence (Q8WZA2 whole entry, looked up): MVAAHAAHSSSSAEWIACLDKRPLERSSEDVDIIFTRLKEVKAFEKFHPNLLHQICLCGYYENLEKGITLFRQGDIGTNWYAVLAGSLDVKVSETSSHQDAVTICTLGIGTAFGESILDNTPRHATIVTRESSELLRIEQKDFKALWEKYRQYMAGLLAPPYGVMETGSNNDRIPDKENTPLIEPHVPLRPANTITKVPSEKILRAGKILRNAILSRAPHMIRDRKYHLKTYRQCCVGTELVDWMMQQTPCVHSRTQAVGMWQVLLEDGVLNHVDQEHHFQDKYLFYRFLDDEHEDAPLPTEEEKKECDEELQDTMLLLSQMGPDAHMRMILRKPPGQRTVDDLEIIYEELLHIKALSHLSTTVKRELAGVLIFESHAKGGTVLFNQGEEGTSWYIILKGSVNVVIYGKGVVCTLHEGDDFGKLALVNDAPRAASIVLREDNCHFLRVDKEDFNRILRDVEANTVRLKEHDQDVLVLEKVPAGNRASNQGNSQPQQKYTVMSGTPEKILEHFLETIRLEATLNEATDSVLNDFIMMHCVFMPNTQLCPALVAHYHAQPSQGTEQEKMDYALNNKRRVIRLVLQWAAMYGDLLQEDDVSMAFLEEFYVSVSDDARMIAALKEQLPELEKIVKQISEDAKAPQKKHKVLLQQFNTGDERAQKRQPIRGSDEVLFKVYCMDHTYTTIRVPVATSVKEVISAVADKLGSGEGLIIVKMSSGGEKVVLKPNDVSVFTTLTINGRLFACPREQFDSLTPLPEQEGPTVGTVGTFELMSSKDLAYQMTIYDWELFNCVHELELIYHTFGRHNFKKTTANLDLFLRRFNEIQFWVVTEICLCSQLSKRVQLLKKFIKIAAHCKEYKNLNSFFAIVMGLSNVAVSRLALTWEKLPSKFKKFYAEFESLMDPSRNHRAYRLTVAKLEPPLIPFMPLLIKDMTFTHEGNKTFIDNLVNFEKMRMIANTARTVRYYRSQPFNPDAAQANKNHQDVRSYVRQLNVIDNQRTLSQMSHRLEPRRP
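In this primary screen, activation is scored as increased exchange of BODIPY-GDP from Rap1B by 100 nM EPAC2, with 50 uM GDP as competitor. Signal is normalized to the 6.5 mM cAMP agonist control.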
ATXN viability: Viability Counterscreen for Primary qHTS for Inhibitors of ATXN expression; Potency, µM (top dose mostly 56.7 µM), actives largely listed as cytotoxic; AID 651635, 2014; actives 0.49% (n = 400,000); S2 cells (HEK-293 line with an ATXN2-luciferase reporter) viability, CellTiter-Fluor protease fluorescence, 24 h; note: potency is the fitted concentration of half-maximal effect; nearly all actives have a fitted effect of over 40% in size
Starred values were filed as active, the others as inactive; i = inactive; ? = inconclusive; . = no result given; & = joins results of further samples; [ ] = another dose, or the depositor's remark. Unless noted, calls come from the whole dose curve; as a rule, active = well fitted curve in the direction sought with a large enough effect; inconclusive = small, poorly fitted or top-dose-only effect, or another doubt; inactive = no such curve, though single readings can be large; an effect the other way counts as inactive or inconclusive.

SMILES	Nrf2 block	IL-2 act	ATXN2 expr inh	A549 tox	TGFb inhibitor	HepG2 viability	Nrf2 activator	EPAC2 ag	ATXN viability
COc1nc(N(C#N)CC(N)=O)nc(N2CCCC2)n1	?	-0.3	-3%	2%	?	-10%	-0.1%	5%	i
CCOC(=O)c1ccc(NC(=S)N2CCC(O)CC2)cc1	?	-3.7	-21%[11.3 µM]	1%	-10%	13%	0.6%	-3%	i
Cc1cc(C)c2c(CC(=O)NCc3ccco3)coc2c1	5%	-0.2	2%	-4%	3%	-3%	5.3%	-5%	i
CC(C)CN1CCc2nc(N3CCN(c4ncccn4)CC3)ncc2C1	.	.	19%	0%	-2%	-11%	5.3%	.	i
CCOC(=O)c1[nH]c(C)c(C(=O)Nc2ccc(C)c(C)c2)c1C	-13%	0.8	3%	-25%	-11%	-17%	-0.6%	5%	i
CC(=O)N(Nc1ccccc1)c1ccccc1	1%	-0.8	5%	-1%	5%	1%	-0.8%	8%	i
O=C(c1ccccc1)c1cncc(Br)c1	-6%	0.9	3%	-8%	-5%	-31%	-0.2%	9%	i
O=C(N/N=C/c1c(F)c(F)c(F)c(F)c1F)c1cc(-c2ccccc2)nc2ccccc12	-4%	-2.4	9%	0%	-11%	4%	0.0%	9%	i
FC(F)(F)c1ccc(C2[C@H]3CN(CC4CCCCC4)[C@H](c4ccccc4)C34CC2(c2cccnc2)C4)cc1 (some centres not stated)	1%	0.3	5%	-8%	?	-3%	0.2%	0%	?
COc1ccc(CCC(=O)NCc2nc3cccnc3n2Cc2cccc(OC)c2)cc1	.	.	.	-2%	-10%	-30%	0.8%	.	.
O=C1CCCCC1C(Nc1ccc(Cl)cc1)c1ccccc1 (configuration not stated)	-11%	1.6	-1%	-6%	-34%	0%	3.1%	16%	i
CCCCN(C)C(=O)Cc1c(OC)ccc2cc(Br)ccc12	-14%	-0.1	-15%	-4%	?	-38%	-0.2%	6%	i
COC(=O)/C(=C/N(C)C)C(=O)N1CCN(c2ccc(Cl)c(Cl)c2)CC1	-15%	0.5	-10%	-5%	-2%	-13%	-0.4%	8%	i
Cc1ccc(NC(=O)Cn2c(=O)n(Cc3ccco3)c(=O)c3sc4ccccc4c32)cc1C	26%	.	12%	5%	-7%	-3%	2.5%	.	i
Cc1cccc(C)c1OCC(=O)NNC(=O)Nc1ccc(Cl)cc1	-9%	-1.9	-16%	0%	-3%	-2%	0.1%	9%	i
CC(C)(CCc1ccccn1)C(=O)CCCc1ccccn1	-7%	-0.5	3%	0%	3%	7%	-0.4%	7%	?
CCc1ccccc1NC(=O)Cn1ccn(Cc2ccccc2)c(=O)c1=O	?	.	5%	?	7%	0%	-1.3%	.	i
O=C(Oc1ccc(-c2nnco2)cc1)N1CCOCC1	8%	-0.3	-2%	-2%	2%	4%	-0.5%	-3%	i
COc1ccc(NC(=O)CC2CCCC2)cc1OC	?	-0.7	21%	1%	-9%	14%	-1.6%	12%	i
O=C(/C=C/c1ccc([N+](=O)[O-])cc1)N1CCN(Cc2ccccc2)CC1	-11%	-3.2	-3%	-1%	10%	-2%	0.3%[9.22 µM]	0%	i
Cc1cccc(NC(=O)NNC(=O)COc2ccc(Cl)cc2)c1	24%	-3.4	.	0%	-8%	-2%	-0.6%	-1%	?
COc1ccc(CNC(=O)CCSCc2cccc(Cl)c2)c(OC)c1	3%	3.0	7%	4%	0%	-9%	3.0%	21%	i
CCC(C)c1ccc(S(=O)(=O)N2CCN(CC(O)CN3CCOCC3)CC2)cc1 (configuration not stated)	12%	0.0	5%	-2%	0%	-1%	-0.6%	7%	i
Cc1ccc([C@H]2N[C@]3(CCCN(CC4CCCCC4)C3=O)[C@H]3C(=O)N(C)C(=O)[C@@H]23)cc1	.	1.6	-3%	.	2%	-2%	-0.2%	14%	i
COc1ccccc1NC(=O)CSc1nnc(N)s1	.	.	-11%	6%	-5%	3%	-0.8%	.	i
CCc1ccc2occ(CC(=O)Nc3c(C(=O)c4ccc(F)cc4)oc4ccccc34)c2c1	11%	.	-6%	9%	-17%	-10%	0.7%	.	i
CC1CCCN(C(=O)Cn2ncc3c([nH]c4ccccc43)c2=O)C1 (configuration not stated)	20%	.	-1%	10%	0%	-7%	-0.5%	.	i
COc1ccc(NC(=O)C2CCCN2S(=O)(=O)c2cccs2)c([N+](=O)[O-])c1 (configuration not stated)	-17%	0.3	5%	0%	1%	-11%	2.6%	5%	?
CC(C)(C)NC(=O)CSc1nnnn1C(C)(C)C	5%	-2.4	21%	-2%	-15%	3%	0.3%	-6%	i
CC(C)[C@H](NC(=O)N1c2ccccc2NC(=O)[C@@H]1C(C)C)C(=O)N1CCC[C@H]1C(=O)O	4%	0.2	2%	-5%	-10%	-4%	0.1%	5%	i
O=C(CNC(=O)c1ccccc1O)N/N=C/c1cc(Br)ccc1OC(=O)/C=C/c1ccco1	-23%	-3.4	?	0%	-22%	-12%	3.2%[9.22 µM]	4%	i
Cc1ccc(NC(=O)Nc2cn(CC(C)C)c(=O)c3ccccc23)cc1N(C)C	-19%	.	-3%	-13%	3%	-10%	0.7%	.	i
COc1cc(/C=N/NC(=O)c2cccc3ccccc23)ccc1OCC(N)=O	-4%	0.6	7%	0%	11%	-40%	0.1%	0%	i
O=C1CC=Nc2ccc([N+](=O)[O-])cc21	.	-1.7	.	.	-1%	1%	6.4%	3%	i
Cc1ccccc1C(=O)NCC(=O)NNC(=O)CCN1CCN(c2ccccc2)CC1	3%	0.7	4%	2%	11%	-3%	0.5%	8%	i
O=C(CN(c1ccc([N+](=O)[O-])cc1)S(=O)(=O)c1ccccc1)N1CCCCC1	5%	-2.4	2%	-8%	5%	7%	0.3%	-3%	i
COc1ccc(Cl)cc1N1CCN(CCNC(=O)Nc2ccccc2C)CC1	-2%	-4.4	?	?	?	-48%	3.4%	?	?
CCOc1ccc(C2C(C(=O)OC)=CN(CCOC)C=C2C(=O)OC)cc1	-8%	0.5	-3%	?	0%	-16%	-1.0%	3%	.
CC(C)Oc1ccc(N2CC(C(=O)OCC(=O)NCc3ccccc3)CC2=O)cc1 (configuration not stated)	1%	-0.8	-7%	5%	-5%	-5%	-0.1%	3%	i
O=C(c1ccccc1)c1ccccc1C(=O)c1ccccc1	-20%&-2%	-0.8&-2.9	16%&-15%	3%&0%	50%&19%[activator]	14%&0%	-0.5%&-1.8%	15%&14%	i
Cc1oc(-c2cccc(Cl)c2)nc1CN1CCC(C(=O)N2CCN(c3ccccn3)CC2)CC1	4%	-0.8	-16%	2%	2%	-18%	0.0%	2%	i
CCCCCn1c(=O)c(C(=O)OCC)c(O)c2ccccc21	-1%	-0.2	-1%	-2%	6%	0%	0.0%	-24%	i
CC(C)NC(=O)/C(C#N)=C/c1ccc(N(C)C)o1	4%	0.5	15%	-21%	23%	11%	10%	10%	i
Cc1cc(C)cc(OC(=O)c2snnc2C)c1	0%	.	-7%	4%	9%	-5%	-0.7%	.	i
Cc1oc2ccc(O)c(CN(C)C)c2c1C(=O)c1ccccc1	6%	-1.0	-12%	0%	2%	-17%	3.3%	-3%	i
Cc1cc(Nc2cccc(F)c2)n2nc(-c3ccco3)nc2n1	.	.	.	5%	?	-15%	6.1%	.	.
CCCCN(CCCNC(=O)C1CCCN(S(=O)(=O)CC)C1)Cc1ccccc1 (configuration not stated)	27%	0.1	5%	9%	-6%	2%	-0.5%	-81%[15.6 µM]	i
O=C(CSc1nnc(SCc2cccc3ccccc23)s1)N/N=C/c1c[nH]c2ccccc12	?	2.2	7%	-7%	?	-4%	6.0%	7%	i
COc1ccc(OCC(=O)Nc2cccc(C(=O)Nc3ccccc3C(=O)O)c2)cc1	-6%	-0.5	5%	1%	9%	1%	-0.4%[9.22 µM]	-9%	i
Cc1cccc(NC(=O)CSc2nc(COc3ccccc3)nc3ccccc23)c1C	26µM*	1.3	-25%	?	2%	-1%	0.1%	-3%	i
C/C(=N\NC(=S)NCc1ccccc1)c1ccc(Cl)s1	?	-4.3	-1%	10%	10%	-7%	17%	14%	i
COc1cccc(NC(=O)c2cc(CN3C(=O)c4ccccc4C3=O)ccc2OC)c1	0%	-2.8	5%	-5%	10%	4%	1.9%	7%	i
Clc1ccccc1-c1nc2ccccc2c2nncn12	4%	12	-3%	?	8%	-12%	3.3%	5%	i
COc1ccc(C(=O)C(OC(=O)CNC(=O)c2ccco2)c2ccccc2)cc1 (configuration not stated)	2%	-2.4	-1%	1%	0%	-1%	0.0%	8%	i
CCN(C(=O)COC(=O)CSc1cc(C)c2ccccc2n1)c1ccccc1	3%	0.1	17%	0%	13%	4%	-0.6%	8%	i
N#Cc1c(NC(=O)CSc2nnc(-c3ccco3)n2-c2ccccc2)sc2c1CCC2	.	6.8	-21%	0%	39%[activator]	11%	2.9%	-8%	i
O=C(NC1CC1)c1ccc2nc([C@@H]3O[C@H](CO)[C@H](O)[C@H](O)[C@H]3O)[nH]c2c1	.	2.6	5%	.	6%	-1%	-0.2%	2%	i
Cc1nnc2c(Oc3ccccc3)nc3ccccc3n12	.	0.3	-1%	2%	-1%	-1%	3.6%	12%	i

Screens: PubChem, National Center for Advancing Translational Sciences (NCATS)

Compounds were not picked by outcome (roughly 4.3% active in at least one column).
